# Source: PubChem BioAssay (Broad Institute)
# C diff growth = inhibitors of Clostridium difficile growth; Clostridium difficile clinical isolate growth, OD600, 24 h; stronger effect = lower value; growth activity, negative = inhibition, % at 16 µg/mL (by protocol); 86,000 tested, 0.25% active;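 active = mean growth activity at or below -80% and every replicate also at or below -80%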;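 note: 0% = DMSO wells and -100% = levofloxacin 16 µg/mL wells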
# T cruzi growth = blocks T. cruzi growth in NIH3T3 culture; AID 624255; T. cruzi beta-gal in NIH3T3, GalScreen luminescence, 90 h; 77,000 tested, 5.9% active; inhibition, % at 8.34 µM;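 active = mean inhibition above about 93%, with at least 55% of replicates each passing it, limit read from the data, passing the limit was not always enough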
# KDM4C inh = KDM4C (human) demethylase inhibition; 96,000 tested, 0.15% active; GST-KDM4C 2-372, H3K9me3 peptide, LANCE TR-FRET; inhibition, % at 12.5 µM; Q9H3R0;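 active = mean replicate inhibition above about 25%, with at least 55% of replicates also reaching it, limit read from the data, passing the limit was not always enough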
# Target sequence (Q9H3R0 2-372 limits assumed): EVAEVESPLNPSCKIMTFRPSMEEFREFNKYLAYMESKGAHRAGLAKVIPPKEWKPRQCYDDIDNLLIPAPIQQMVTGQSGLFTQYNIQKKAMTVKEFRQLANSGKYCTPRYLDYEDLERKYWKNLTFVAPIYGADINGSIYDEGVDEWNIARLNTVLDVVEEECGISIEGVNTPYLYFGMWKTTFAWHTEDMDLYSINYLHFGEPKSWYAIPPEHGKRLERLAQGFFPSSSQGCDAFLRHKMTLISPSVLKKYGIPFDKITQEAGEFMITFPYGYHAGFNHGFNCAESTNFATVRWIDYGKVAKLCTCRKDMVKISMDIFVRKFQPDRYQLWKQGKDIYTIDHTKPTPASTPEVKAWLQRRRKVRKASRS
#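 reagent = H3K9me3 peptide substrate, Fe(II), 2-oxoglutarate | system = GST-tagged GASC-1 (JMJD2C) catalytic fragment, aa 2-372 | amount = enzyme final amount 10 nM | read-out = Fall in 671/618 emission ratio as inhibition | medium = HEPES buffer, pH 7.5, plus ascorbate | schedule = 30 min reaction, 60 min detection, RT | measured by = LANCE TR-FRET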
# Pf Dd2 inh = P. falciparum Dd2 growth inhibition; activity change, % at 10 µM; 94,000 tested, 2.3% active; AID 1159554; SYBR Green, 72 h; stronger effect = lower value; in the data active = activity change below about -80%
# An asterisk follows results filed as active; . = no result given; & = joins results of further samples.
entry	mol	T cruzi growth	KDM4C inh	Pf Dd2 inh	C diff growth
1	Cc1ccc(-c2ccc3c(c2)O[C@H](CN(C)C(=O)Nc2ccccc2)[C@@H](C)CN([C@@H](C)CO)S3(=O)=O)cc1	.	-1.4	-32	3
2	Cc1cccc(-c2ccc([C@H]3[C@@H](CO)N4CCCCN(Cc5ccncc5)C[C@@H]34)cc2)c1	103*	4.3	-2	-2
3	COCC(=O)N1C[C@@H](C)[C@H](OC)CN(C)C(=O)c2ccc(NC(=O)c3ccc(-c4ccccc4)cc3)cc2OC[C@H]1C	.	-1.8	-62	.
4	Cc1cccc(S(=O)(=O)N[C@@H]2CC[C@@H](CCNS(=O)(=O)c3ccccc3F)O[C@H]2CO)c1	-42	-0.3	3	.
5	O=C1CNC[C@H]2[C@@H](c3ccc(C#Cc4cccnc4)cc3)[C@@H](CO)N12	.	-0.5	-5	20
6	CCCN1C[C@H](C)[C@H](OC)CN(C)C(=O)c2cc(NC(=O)c3cnccn3)ccc2OC[C@H]1C	-21	-1.9	18	.
7	C[C@@H]1CN([C@@H](C)CO)C(=O)c2cc(NC(=O)Cc3ccccc3)ccc2O[C@@H]1CN(C)Cc1ccc2c(c1)OCO2	-21	0.8	0	-1
8	C[C@H]1CN([C@@H](C)CO)C(=O)Cc2cc(NC(=O)Nc3ccccc3)ccc2O[C@H]1CN(C)S(=O)(=O)c1ccccc1	57	.	-16	16
9	O=C(C1CCCCC1)N1CC(=O)N2[C@H](CO)[C@@H](c3ccc(-c4cccnc4)cc3)[C@@H]2C1	.	-0.6	4	-1
10	C[C@H](CO)N1C[C@H](C)[C@@H](CN(C)C)OCCCC[C@H](C)Oc2ccc(N(C)C)cc2C1=O	26	0.2	-1	-1

# (listing goes on)
entry	mol	T cruzi growth	KDM4C inh	Pf Dd2 inh	C diff growth
11	Cc1ccc(S(=O)(=O)Nc2ccc3c(c2)C(=O)N([C@@H](C)CO)C[C@@H](C)[C@@H](CN(C)S(=O)(=O)c2ccc(F)cc2)O3)cc1	42	-1.7	8	9
12	O=C(Nc1ccc2c(c1)OCO2)N[C@H]1CC[C@@H](CC(=O)N2CCN(c3ccccc3)CC2)O[C@H]1CO	30	-1.8	1	-3
13	C[C@@H]1CCCCO[C@H](CN(C)S(=O)(=O)c2cccs2)[C@H](C)CN([C@H](C)CO)C(=O)c2cc(NS(C)(=O)=O)ccc2O1	4	0.2	-33	-10
14	COc1ccc(NC(=O)N(C)C[C@H]2Oc3ccc(NS(=O)(=O)c4ccc(C)cc4)cc3C(=O)N([C@H](C)CO)C[C@H]2C)cc1	0	-3.8	-5	.
15	COc1ccc(NC(=O)Nc2ccc3c(c2)CC(=O)N([C@@H](C)CO)C[C@H](C)[C@H](CN(C)C(=O)Nc2ccc4c(c2)OCO4)O3)cc1	17	-1.4	8	2
16	CO[C@H]1CN(C)C(=O)c2cc(NS(=O)(=O)c3ccc(F)cc3)ccc2OC[C@H](C)NC[C@@H]1C	-24	0.2	22	.
17	Cc1ccccc1-c1cnc2c(c1)C(=O)N([C@@H](C)CO)C[C@H](C)[C@@H](CN(C)Cc1cccnc1)O2	48	-0.5	-19	-2
18	O=C(NCC[C@@H]1CC[C@@H](NC(=O)c2cccnc2)[C@@H](CO)O1)Nc1ccc(C(F)(F)F)cc1	47	0.3	-32	.
19	O=C(Nc1cccc(F)c1)N1CC(=O)N2[C@H](CO)[C@H](c3ccc(-c4ccccc4F)cc3)[C@@H]2C1	.	1.2	-34	-7
20	Cc1noc(C)c1NC(=O)Nc1ccc2c(c1)C(=O)N([C@@H](C)CO)C[C@H](C)[C@@H](CN(C)CC1CCCCC1)O2	21	-1.1	-3	-6

# (list continues)
entry	mol	T cruzi growth	KDM4C inh	Pf Dd2 inh	C diff growth
21	C[C@@H]1CN([C@@H](C)CO)C(=O)c2cc(-c3ccccc3F)cnc2O[C@@H]1CN(C)C(=O)c1cnccn1	.	0.3	10	2
22	O=C(C[C@H]1CC[C@@H]2[C@H](COC[C@@H](O)CN2C(=O)Nc2ccc(Cl)cc2)O1)NCC1CCCCC1	-62	1.0	7	-4&-9
23	C[C@@H]1CN([C@H](C)CO)S(=O)(=O)c2ccc(-c3ccccc3)cc2O[C@H]1CN(C)Cc1ccccn1	83	1.8	-55	-4
24	COc1ccc(NC(=O)N(C)C[C@H]2OCCCC[C@H](C)Oc3ccc(NC(=O)Nc4ccc5c(c4)OCO5)cc3C(=O)N([C@H](C)CO)C[C@@H]2C)cc1	42	-1.5	0	5
25	CN(C)CC(=O)N[C@@H]1CC[C@H](CCn2cc(C3CCCCC3)nn2)O[C@@H]1CO	.	2.4	12	1
26	O=C(C[C@H]1CC[C@@H](NC(=O)CC2CC2)[C@@H](CO)O1)NCC(F)(F)F	45	-0.1	-14	.
27	CC(C)NC(=O)N1C[C@H]2[C@@H](c3ccccc31)[C@@H](CO)N2C(=O)Nc1ccccc1	30	-1.2	17	7
28	COc1ccc(NC(=O)N(C)C[C@@H]2Oc3ccc(NS(=O)(=O)c4ccc(C)cc4)cc3CC(=O)N([C@@H](C)CO)C[C@@H]2C)cc1	-9	-4.5	-2	.
29	CO[C@H]1CC[C@H]2CCN(C)C(=O)[C@H](C)CN(C)C(=O)c3cccc(C#N)c3OC[C@H]1O2	13	-1.6	.	2
30	CC(C)NC(=O)Nc1ccc2c(c1)C(=O)N([C@H](C)CO)C[C@H](C)[C@@H](CN(C)C)OCCCC[C@H](C)O2	-4	2.1	14	-1

# Carrying on:
entry	mol	T cruzi growth	KDM4C inh	Pf Dd2 inh	C diff growth
31	O=C(C1CCC1)N1CC(=O)N2[C@H](C1)[C@@H](c1ccc(-c3cccnc3)cc1)[C@@H]2CO	.	-0.5	-38	2
32	O=C1CN(S(=O)(=O)c2ccccc2)C[C@H]2[C@H](c3ccc(C#CCc4ccccc4)cc3)[C@@H](CO)N12	.	-0.7	-83*	8
33	COc1ccc2c3c(n(C)c2c1)[C@@H](CO)N(C(C)=O)CC31CN(Cc2ccccc2OC)C1	.	-0.1	-40	-2
34	COc1ccc2c3c([nH]c2c1)[C@H](CO)N(C(=O)Nc1ccc(F)cc1)CC31CN(S(=O)(=O)c2cccc(C)c2)C1	.	0.9	-39	-1
35	N#C[C@H]1[C@@H](c2ccc(-c3cccc(F)c3)cc2)[C@H](CO)N1C(=O)c1cccnc1	73	-2.8	4	4
36	COc1cccc(-c2ccc3c(c2)O[C@H](CN(C)Cc2cncnc2)[C@@H](C)CN([C@H](C)CO)S3(=O)=O)c1	72	0.0	-7	2
37	C[C@@H]1CCCCO[C@@H](CN(C)C(=O)Nc2ccc3c(c2)OCO3)[C@H](C)CN([C@H](C)CO)C(=O)c2cc(NC(=O)c3ccncc3)ccc2O1	20	-0.4	-27	5
38	CCCC(=O)N1CCC2(CC1)CN(C(=O)C1CC1)[C@H](CO)c1[nH]c3cc(OC)ccc3c12	.	-1.9	-46	-4
39	CCCNC(=O)N1CC(=O)N2[C@@H](CO)[C@@H](c3ccc(C#Cc4cccc(OC)c4)cc3)[C@@H]2C1	.	-0.8	-79	0
40	CC(C)NC(=O)Nc1ccc2c(c1)C(=O)N([C@@H](C)CO)C[C@H](C)[C@H](CN(C)S(=O)(=O)c1ccc(F)cc1)O2	14	0.2	19	2

# Next structures:
entry	mol	T cruzi growth	KDM4C inh	Pf Dd2 inh	C diff growth
41	Cc1noc(C)c1NC(=O)N(C)C[C@H]1Oc2ccc(NC(=O)CCCN(C)C)cc2C(=O)N([C@@H](C)CO)C[C@@H]1C	.	3.0	53	7
42	COc1ccc(S(=O)(=O)N[C@@H]2C=C[C@H](CC(=O)N3CCN(c4ccccc4)CC3)O[C@@H]2CO)cc1	44	-1.6	-4	-4
43	C[C@@H]1CN([C@@H](C)CO)C(=O)c2cccc(NC(=O)NC3CCCCC3)c2O[C@H]1CN(C)Cc1ccncc1	28	-1.5	-19	-1
44	CN(C)CCCNC(=O)C[C@H]1CC[C@H](NC(=O)c2ccccc2F)[C@@H](CO)O1	15	0.2	12	.
45	O=C(NCC[C@@H]1CC[C@H](NC(=O)C2CCOCC2)[C@H](CO)O1)Nc1ccc(Cl)cc1	-44	-0.7	2	0
46	CC(C)NC(=O)N1[C@@H]2c3ccc(-c4ccc(F)cc4)c(=O)n3C[C@@H]2[C@@H](CO)[C@@H]1C(=O)N1CCOCC1	69	-0.5	.	-1
47	C/C=C/c1ccc([C@H]2[C@H]3CN(C(=O)c4cccc(F)c4)CC(=O)N3[C@H]2CO)cc1	.	-0.6	18	-4
48	C[C@@H]1CCCCO[C@@H](CN(C)C(=O)CCC(F)(F)F)[C@@H](C)CN([C@H](C)CO)C(=O)c2cc(NC(=O)CCC(F)(F)F)ccc2O1	.	-0.6	29	5
49	CCCNC(=O)[C@@H]1[C@@H](CO)[C@@H]2Cn3c(ccc(-c4ccccc4F)c3=O)[C@H]1N2C(C)=O	-19	-2.2	.	-3
50	Cc1ccc(S(=O)(=O)N(C)C[C@H]2Oc3c(NC(=O)C4CCOCC4)cccc3C(=O)N([C@@H](C)CO)C[C@@H]2C)cc1	-5	-0.1	22	-3

# Exported with each value named: entries from further up.
47) C/C=C/c1ccc([C@H]2[C@H]3CN(C(=O)c4cccc(F)c4)CC(=O)N3[C@H]2CO)cc1
  T cruzi growth: .
  KDM4C inh: -0.6
  Pf Dd2 inh: 18
  C diff growth: -4
48) C[C@@H]1CCCCO[C@@H](CN(C)C(=O)CCC(F)(F)F)[C@@H](C)CN([C@H](C)CO)C(=O)c2cc(NC(=O)CCC(F)(F)F)ccc2O1
  T cruzi growth: .
  KDM4C inh: -0.6
  Pf Dd2 inh: 29
  C diff growth: 5
49) CCCNC(=O)[C@@H]1[C@@H](CO)[C@@H]2Cn3c(ccc(-c4ccccc4F)c3=O)[C@H]1N2C(C)=O
  T cruzi growth: -19
  KDM4C inh: -2.2
  Pf Dd2 inh: .
  C diff growth: -3
50) Cc1ccc(S(=O)(=O)N(C)C[C@H]2Oc3c(NC(=O)C4CCOCC4)cccc3C(=O)N([C@@H](C)CO)C[C@@H]2C)cc1
  T cruzi growth: -5
  KDM4C inh: -0.1
  Pf Dd2 inh: 22
  C diff growth: -3

# 3 entries out of the list above, ordered by the number in C diff growth, ascending.
No. | Molecule | T cruzi growth | KDM4C inh | C diff growth
42 | COc1ccc(S(=O)(=O)N[C@@H]2C=C[C@H](CC(=O)N3CCN(c4ccccc4)CC3)O[C@@H]2CO)cc1 | 44 | -1.6 | -4
49 | CCCNC(=O)[C@@H]1[C@@H](CO)[C@@H]2Cn3c(ccc(-c4ccccc4F)c3=O)[C@H]1N2C(C)=O | -19 | -2.2 | -3
48 | C[C@@H]1CCCCO[C@@H](CN(C)C(=O)CCC(F)(F)F)[C@@H](C)CN([C@H](C)CO)C(=O)c2cc(NC(=O)CCC(F)(F)F)ccc2O1 | . | -0.6 | 5

# The list goes on:
entry	mol	T cruzi growth	KDM4C inh	Pf Dd2 inh	C diff growth
51	CN(C)C(=O)c1ccc(-c2ccc([C@@H]3[C@@H](CO)N4CCCCN(C(=O)C5CCCC5)C[C@H]34)cc2)cc1	21	.	11	-7
52	Cc1ccc(S(=O)(=O)N(C)C[C@@H]2Oc3c(NS(=O)(=O)c4cccs4)cccc3C(=O)N([C@H](C)CO)C[C@@H]2C)cc1	15	-0.7	15	0
53	O=C(Cc1ccncc1)N1CC[C@@H]2[C@H](CO)Nc3ccc(-c4ccccc4F)cc3[C@@H]21	112*	0.8	-63	-2
54	COc1ccc(NC(=O)Nc2ccc3c(c2)C(=O)N([C@@H](C)CO)C[C@@H](C)[C@@H](CN(C)S(=O)(=O)c2ccccc2)OCCCC[C@@H](C)O3)cc1	74	0.7	-38	-5
